# Compound activity from PubChem.
# ROC1-CUL1 inh: human ROC1-CUL1 E3 ligase inhibition. hit rate 0.6% among 140,000. in vitro K48 di-Ub FRET, acceptor:donor ratio, 45 min. AID 1347404. inhibition, % at 10 µM; in the data active = inhibition above about 25%
# Target sequence (P62877 whole entry, looked up): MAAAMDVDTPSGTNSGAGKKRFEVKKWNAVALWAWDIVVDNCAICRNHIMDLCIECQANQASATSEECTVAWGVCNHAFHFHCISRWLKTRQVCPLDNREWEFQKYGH
# Target sequence (Q13616 whole entry, looked up): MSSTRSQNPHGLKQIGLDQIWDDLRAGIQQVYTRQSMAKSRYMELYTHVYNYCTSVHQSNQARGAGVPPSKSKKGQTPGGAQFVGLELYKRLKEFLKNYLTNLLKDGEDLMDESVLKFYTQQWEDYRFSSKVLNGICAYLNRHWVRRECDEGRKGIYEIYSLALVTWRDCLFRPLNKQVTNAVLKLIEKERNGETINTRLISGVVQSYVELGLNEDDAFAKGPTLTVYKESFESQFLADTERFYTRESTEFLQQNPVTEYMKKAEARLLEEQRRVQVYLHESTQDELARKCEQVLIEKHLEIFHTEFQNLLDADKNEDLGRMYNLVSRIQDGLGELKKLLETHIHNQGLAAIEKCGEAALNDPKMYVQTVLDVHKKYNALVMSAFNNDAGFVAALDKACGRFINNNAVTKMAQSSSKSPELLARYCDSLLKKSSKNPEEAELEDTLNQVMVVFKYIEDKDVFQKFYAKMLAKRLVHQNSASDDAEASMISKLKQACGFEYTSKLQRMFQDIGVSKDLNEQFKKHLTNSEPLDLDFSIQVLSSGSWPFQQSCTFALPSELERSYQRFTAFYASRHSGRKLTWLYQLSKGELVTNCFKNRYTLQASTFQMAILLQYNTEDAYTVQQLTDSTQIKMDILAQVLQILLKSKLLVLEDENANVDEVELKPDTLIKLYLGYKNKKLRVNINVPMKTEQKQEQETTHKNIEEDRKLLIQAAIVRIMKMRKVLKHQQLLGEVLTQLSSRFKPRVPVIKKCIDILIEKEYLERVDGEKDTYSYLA
# * marks the source's active call; other numbers are inactive results. These rows are one share of the data; rates above refer to the full screens.
SMILES,ROC1-CUL1 inh
Cn1c(Oc2ccc(F)cc2)nc2c1c(=O)n(Cc1ccccc1Cl)c(=O)n2C,3
CCCOc1ccc(NC(C)=O)c([N+](=O)[O-])c1[N+](=O)[O-],3
Cc1cccc(C(=O)NC(NC(=S)Nc2cccc(C(=O)O)c2)C(Cl)(Cl)Cl)c1 (stereo not given),2
Nc1c(C(=O)Nc2nnc(SCc3ccc(Cl)cc3)s2)sc2nc(-c3cccs3)ccc12,16
Cc1ccccc1-c1noc(-c2cccnc2NCc2ccco2)n1,-7
O=C(c1nc2sccn2c1CN1CCN(c2ncccn2)CC1)N1CCCCC1,7
Cc1ccc(C)c(C(=O)c2c(N)c(-c3nc(-c4ccc5c(c4)OCO5)cs3)c3ccccn23)c1,-2
S=C(NCCc1ccccc1)N1CCC(Cc2ccccc2)CC1,-2
Nc1nonc1C(=O)NCCNCc1cccc(OCc2ccc(Cl)cc2Cl)c1,2
CC(C)(C)OC(=O)Nc1ccncc1C(=O)c1ccccc1,-7
O=C1Nc2ccc(S(=O)(=O)Nc3ccccc3F)c3cccc1c23,-18
O=S(=O)(NCc1nc2cccnc2n1Cc1ccccc1Cl)c1ccc2c(c1)CCCC2,-11
CCOc1cccc(N/N=C(/C#N)C(=O)OC)c1,5
O=C(NC1(C(=O)Nc2ccc(Br)cc2)CCCCC1)c1ccc(O)cc1,-4
COc1cccc(Cn2c(=O)n(-c3ccc(C)c(F)c3)c(=O)c3sc4ccccc4c32)c1,8

# At a glance, 2 of the compounds above.
SMILES,ROC1-CUL1 inh
O=C(NC1(C(=O)Nc2ccc(Br)cc2)CCCCC1)c1ccc(O)cc1,-4
COc1cccc(Cn2c(=O)n(-c3ccc(C)c(F)c3)c(=O)c3sc4ccccc4c32)c1,8

# New compounds follow:
SMILES,ROC1-CUL1 inh
CC(=O)Nc1ccc(NC(=O)C2CC2(c2ccccc2)c2ccccc2)cc1 (stereo not given),4
O=C(/C=C/c1ccco1)Nc1ccc(Cl)c(-c2nc3cc(Cl)ccc3o2)c1,4
O=C(c1nc2sccn2c1CNCC1CCOCC1)N1CCCC1,10
CCc1cc(CNC(=O)c2coc(COc3cccc4cccnc34)n2)on1,0
C=CCn1c(NCc2ccccc2NS(=O)(=O)c2ccc(C)cc2)nc2ccccc21,-5
CCN(Cc1nc(-c2ccccc2C)oc1C)CC1CCCO1 (stereo not given),2
O=S(=O)(c1cc(Br)ccc1Br)N1CCCC1,-6
Cc1ccccc1NC(=O)c1cccc2c1N=C1CCCCC1C2=O (stereo not given),-7
Cc1n[nH]c(C)c1S(=O)(=O)N(CC(=O)Nc1ccc(C(F)(F)F)cc1)c1ccc(C(C)C)cc1,-8
COc1ccc(NC(=O)C2Cc3ccccc3CN2S(=O)(=O)c2ccccc2)cc1OC (stereo not given),-3
CCCCN1C(=O)C2(OCCCO2)c2c(C)ccc(C)c21,3
N#Cc1c(-c2ccccc2)c(-c2ccccc2)nn(CC(=O)NNC(=O)Nc2ccccc2)c1=O,-4
CC(CO)(CO)NS(=O)(=O)c1ccc2ccccc2c1,3
CC(C)(C)OCC(O)CN1CCCCC1 (stereo not given),-11
COC(=O)C1=C(c2ccccc2)c2ccccc2S(=O)(=O)N1CC(=O)Nc1ccccc1C(F)(F)F,-5

# A second format for part of the listing above.
mol	ROC1-CUL1 inh
CCN(Cc1nc(-c2ccccc2C)oc1C)CC1CCCO1 (stereo not given)	2
O=C(/C=C/c1ccco1)Nc1ccc(Cl)c(-c2nc3cc(Cl)ccc3o2)c1	4
C=CCn1c(NCc2ccccc2NS(=O)(=O)c2ccc(C)cc2)nc2ccccc21	-5

# (listing goes on)
SMILES,ROC1-CUL1 inh
COc1cc(C2CC(=O)N=C3C2C(=O)Nc2ncnn23)ccc1O (stereo not given),-15
CC(=O)c1cccc(CN2CCCC(CCC(=O)N3CCN(C)CC3)C2)c1 (stereo not given),-1
CCc1cc2c(cc3c(=O)n(CC(=O)N4CCN(c5cccc(C)c5C)CC4)nc(CC)n32)s1,-2
CN(C)Cn1nc(-c2ccccc2Cl)oc1=S,6
COc1cccc(NC(=O)CC(C)S(=O)(=O)c2ccc3c(c2)NC(=O)CO3)c1 (stereo not given),-2
O=C(CSC(=S)N1CCOCC1)Nc1nc(-c2ccccc2)c(-c2ccccc2)s1,4
Cc1cccc(N2CCN(C3NS(=O)(=O)C(c4ccc(C)c(C)c4)C3C)CC2C)c1 (stereo not given),4
O=C(Nc1cccc(-c2nc3ccccc3o2)c1)c1cccc2c(Cl)cccc12,-2
CCC(Sc1nc2nccnc2c(=O)n1Cc1ccc(C)cc1)C(=O)NC1CCCCC1 (stereo not given),5
CCN1CCC(NC(=O)c2cc(OC)c(OC)c(OC)c2)CC1,-3
CCOC(=O)N1CCC(NC(=O)c2c(C)nn(-c3cccc(C)c3)c2-n2cccc2)CC1,2
COC(=O)C1C(=N)Oc2c(oc(CO)cc2=O)C1c1ccccc1 (stereo not given),-9
Cc1ccc(CN2CCC(CNC(=O)Nc3ccc(Cl)cc3)C2)cc1 (stereo not given),0
COc1ccccc1CNC(=O)c1cccc(NC(=O)N2CCSc3ncccc32)c1,-4
COc1ccc(N2CCN(C(=O)c3sc4nc5n(c(=O)c4c3C)CCC5)CC2)cc1,3
Cc1cc(C)cc(NC(=O)CN2CCOCC2)c1,4
c1ccc(-n2nnnc2-c2cnc(N3CCCC3)nc2-c2cccs2)cc1,-5
COc1ccc(Br)cc1CNC(=O)C1COc2ccccc2C1 (stereo not given),-4
COc1ccc(-c2cc(C(F)F)n3ncc(C(=O)Nc4cc(OC)ccc4OC)c3n2)cc1,2
COc1ccc(NC(=O)CSc2nc(-c3cccs3)cc(-c3ccsc3)c2C#N)cc1OC,-7
CC(=O)c1ccc(N2CCN(C(=O)C3CCN(S(=O)(=O)c4c(C)noc4/C=C/c4ccc(C)cc4)CC3)CC2)cc1,-4
CCN1CCC(NC(=O)Nc2ccc(OC)cc2OC)CC1,-6
O=C(CSc1nc2ccccc2c(=O)n1-c1ccccc1)c1cc(Cl)sc1Cl,1
CC(C)(C)CN1CCCC1c1ccc(C(=O)NCCCc2nn[nH]n2)s1 (stereo not given),10
CCC1(CC)NC(=S)N(CCC(C)C)N1,4
COc1ccc(N2CCN(C(=O)CSc3nc(-c4ccc(C(C)C)cc4)no3)CC2)cc1,5
COc1ccccc1CNc1c(F)c(F)c2nc3c(cc2c1F)c(-c1ccccc1)nn3C,-8
CCN(C(=O)C(=O)Nc1ccc2nc3n(c(=O)c2c1)CCCCC3)c1ccc(F)cc1,-2
CC(=O)Nc1ccc(NC(=O)c2ccc(C(C)(C)C)c(Br)c2)cc1,-2
CN(C)CCn1cnc2c1c(=O)[nH]c(=O)n2C,-6
O=C(c1ccc2ncccc2c1)N1CCc2[nH]nc(-c3cccc(F)c3)c2C1,0
CCn1c(COc2ccc(OC)cc2)nnc1SCC(=O)Nc1cccc(C)c1C,-6
CCOC(=O)C1=C(c2ccc(OC)cc2)N=C(c2ccc(OC)cc2)C(C(=O)OCC)C1 (stereo not given),1
COC(=O)C(NNc1cccc(Cl)c1)(NC(=O)c1ccc(Cl)cc1Cl)C(F)(F)F (stereo not given),4
CCC(C)c1ccccc1NC(=O)c1c(C)noc1C (stereo not given),-6
Cc1cccc(Cn2c(C)c(CNC3CCCCC3)c(C(=O)O)c2C)c1,-3
O=C(CSc1nc2ccccc2o1)Nc1nc(-c2ccc(C3CCCCC3)cc2)cs1,11
COc1ccccc1NC(=O)CN1C(=O)CCSc2ccccc21,3
CCN(CC)CCOC(=O)c1ccc(NC(=O)c2cccs2)cc1Cl,-10
CC(=O)Nc1ccc(NC(=O)c2ccc(C(C)(C)C)cc2)cc1,-5
Cc1cc(C)nc(SCC(=O)N2c3ccccc3Sc3ccc(C(F)(F)F)cc32)n1,2
CCOc1ccc(N(C(C)C(=O)N/N=C/c2c(Cl)cccc2Cl)S(C)(=O)=O)cc1 (stereo not given),-10
Cc1ccc(C(=O)Nc2ccc3nc(SCC(=O)N4CCc5ccccc54)sc3c2)cc1,2
Cc1ccc(C(=O)N/N=C/c2ccc(-c3ccc(Cl)cc3)o2)cc1,-2
c1ccc(-n2nccc2CN2CCC(n3cc(C4CC4)nn3)CC2)cc1,4

# Arranged by the number under ROC1-CUL1 inh (largest number first): 3 of the compounds above.
SMILES,ROC1-CUL1 inh
COC(=O)C(NNc1cccc(Cl)c1)(NC(=O)c1ccc(Cl)cc1Cl)C(F)(F)F (stereo not given),4
CCOC(=O)C1=C(c2ccc(OC)cc2)N=C(c2ccc(OC)cc2)C(C(=O)OCC)C1 (stereo not given),1
CC(=O)Nc1ccc(NC(=O)c2ccc(C(C)(C)C)cc2)cc1,-5

# The listing picks up with the seven entries that preceded the break.
SMILES,ROC1-CUL1 inh
CCN(CC)CCOC(=O)c1ccc(NC(=O)c2cccs2)cc1Cl,-10
CC(=O)Nc1ccc(NC(=O)c2ccc(C(C)(C)C)cc2)cc1,-5
Cc1cc(C)nc(SCC(=O)N2c3ccccc3Sc3ccc(C(F)(F)F)cc32)n1,2
CCOc1ccc(N(C(C)C(=O)N/N=C/c2c(Cl)cccc2Cl)S(C)(=O)=O)cc1 (stereo not given),-10
Cc1ccc(C(=O)Nc2ccc3nc(SCC(=O)N4CCc5ccccc54)sc3c2)cc1,2
Cc1ccc(C(=O)N/N=C/c2ccc(-c3ccc(Cl)cc3)o2)cc1,-2
c1ccc(-n2nccc2CN2CCC(n3cc(C4CC4)nn3)CC2)cc1,4
COc1ccc(N2CCN(C(=O)CCn3cc(Br)cn3)CC2)cc1,2
O=C(N/N=C/c1ccc([N+](=O)[O-])o1)C(O)c1ccccc1 (stereo not given),-2
CC1=NC(=O)NC(=O)C1S(=O)(=O)N1CCN(c2ccccc2Cl)CC1 (stereo not given),5
CN=C1S/C(=C\c2cccc(Cl)c2Cl)C(=O)N1C,6
COc1cccc(S(=O)(=O)NCC(=O)Nc2ccc(C(C)(C)C)cc2)c1,-7
COc1ccc(OCC(O)CN2CCC(O)CC2)c(CN(C)Cc2ncc(C)[nH]2)c1 (stereo not given),-5
COc1ccccc1NC(=O)c1ccccc1N=C1CCCCC1,5
COC(=O)c1cccc(NC(=O)N(C)CCc2c(C)nn(C)c2C)c1,3
COc1ccc(/C=C2\C(=O)NN(c3ccc(Cl)cc3)C2=O)cc1OC,19
COc1cccc(OCCNC(=O)Cc2cccc3ccccc23)c1,-4
CN(C(=O)Cn1cccn1)C(Cc1ccccc1)C1CCN(C(=O)c2cnn(-c3ccccc3)c2)CC1 (stereo not given),5
COc1ccc(-c2nc(SCC(=O)NC3CCCC3)c(-c3ccccc3)[nH]2)cc1OC,0
CC1C=C2C(C#N)C(=N)C(C#N)(C#N)C(c3ccc(F)cc3)C2(C)CN1C (stereo not given),5
CCCN(CCC)S(=O)(=O)c1ccc(NC(=O)CC(C)(C)C)cc1,-7
CCn1cc(CNCc2cccnc2Oc2ccc(F)c(F)c2)cn1,2
CCCC12CN3CC(C)(CN(C1)C3c1cn(C)c3ccccc13)C2=O (stereo not given),-6
Cc1cc(C)cc(NC(=O)CSc2nc3c(oc4ccccc43)c(=O)n2-c2ccccc2F)c1,7
O=C(C#Cc1ccccc1)N1CCC(C2(c3cccnc3)NC(=O)N(CCc3cccs3)C2=O)CC1 (stereo not given),7
Cc1cc(C)c(NC(=O)Cn2c(=O)n(CC3CCCO3)c(=O)c3ccccc32)c(C)c1 (stereo not given),0
COc1ccc(N2CC(C(=O)NCc3ccccc3)CC2=O)cc1 (stereo not given),-2
CCOc1ccc2nc(NC(=O)C3CCCCC3)sc2c1,-5
O=C1N(CCc2ccccc2)CCCC1(O)CNC1CCCC1 (stereo not given),3
CCc1ccc(NC(=O)Cn2c(-c3cncs3)nc3ccccc32)cc1,-1
CCOc1ccc(S(=O)(=O)NCCc2csc3nc(-c4ccc(F)cc4)nn23)cc1,-12
CCC(C)c1ccc(NC(=O)CSc2nncn2C)cc1 (stereo not given),-2
O=C(/C=C/C(=O)N(c1ccccc1)c1ccccc1)OCC(=O)c1ccccc1,-2
CC(C)C(NS(=O)(=O)Cc1ccccc1)C(C)C,-3
O=C(N/N=C/c1ccncc1)c1ccccn1,2
Cc1ccc(OC(=O)c2ccncc2)c(C)c1,7
COCCn1ccc2c(cnc3nc(-c4ccccc4)nn32)c1=O,0
COc1ccc(-n2c(C)cc(C)c(C(C)=O)c2=S)cc1,4
Fc1cccc(-c2nn3c(-c4ccncc4)nnc3s2)c1,-2
COc1cc(C)c(S(=O)(=O)N2CCc3ccccc3C2)cc1C,-6
COc1ccccc1NC(=S)NC(=O)c1ccco1,0
COc1ccccc1CNC(=O)CCCn1c(=O)c2ccccc2n(Cc2ccc(F)cc2)c1=O,-5
CC(C)c1ccc(S(=O)(=O)c2nnn3c2nc(NCc2cccs2)c2sccc23)cc1,3
Cc1cccc(NC(=O)CCn2nc(C)c3c(C)n(-c4ccccc4)nc3c2=O)c1C,-4
C=CCSc1nc2ccccc2n1C(=O)Oc1ccccc1,5
CCOC(=O)C1CCN(C(c2ccccc2OC)C2C(=O)C=C(C)N(CCOC)C2=O)CC1 (stereo not given),-5
CCC(=O)Nc1cc(C(=O)OCC(=O)c2cccs2)ccc1C,1
Cn1c(=O)c2sccc2n2c(CCC(=O)NCc3ccccc3)nnc12,1
COCCCN1CCNCC1,6
CCCN(C)S(=O)(=O)c1cccc(C(=O)N2CCC(C(=O)O)CC2)c1,-1
Cc1ccc2c(c1)C(=O)C(C(c1ccc(Cl)cc1Cl)C1C(=O)Oc3ccc(C)cc3C1=O)C(=O)O2 (stereo not given),56*
COc1cccc(C2C(C(=O)c3ccc(Cl)cc3)C(=O)C(=O)N2Cc2ccco2)c1 (stereo not given),-4
COc1ccc(C2CC(=O)c3c([nH]c(C(=O)OC4CCCCCC4)c3C)C2)cc1 (stereo not given),0
COc1ccccc1-c1cc(C(=O)NN=C2CCN(Cc3ccccc3)CC2)c2ccccc2n1,1
CCCSc1nnc2c(n1)OC1(CCCC1)Nc1ccccc1-2,6
CC(Oc1cc(Cl)c(Cl)cc1Cl)C(=O)Nc1ncc(C(F)(F)F)cc1Cl (stereo not given),7
Cc1cc(C)c(C(=O)CSc2nc(C)cc(C)n2)c(C)c1,-3
Nc1nn(-c2ccccc2)nc1C(=O)OCc1ccccc1,2
CCCC(=O)N1CCN(c2ccc(Cl)cc2NC(=O)CC(C)C)CC1,-9
COc1ccc(N2C(=O)C(=O)N(C)C2=S)cc1,2
COc1ccccc1C1(CC(=O)N2CCCC2c2nc3ccccc3s2)CC(=O)N(C)C1=O (stereo not given),-5
